CHRM4 antagonist – antagonists of human muscarinic M4 receptor (CHRM4); 360,000 tested, 0.73% active; inhibition, % at 3 µM; CHO-hM4 cells, ACh EC80, Fluo-8 calcium fluorescence; P08173;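 active = inhibition above its plate's cutoff, the mean inhibition of sample wells plus 3 SD, cut at about 27% in these data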;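 also: 0% = acetylcholine EC80 with DMSO and 100% = DMSO without agonist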
M4 ag – agonists of human muscarinic M4 receptor (CHRM4) | CHO-K1 hM4/Gqi5, Fluo-8 calcium fluorescence; vehicle 0%, full acetylcholine response 100% | 360,000 tested, 0.14% active | P08173 | AID 624127 | activation, % at 3 µM;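 active = activation above the run mean over all test wells plus 3 SD, cut at about 32% in these data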;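 also: peak over basal fluorescence ratio per well then scaled between controls; 0% = DMSO wells and 100% = acetylcholine at EC100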
CRFBP-R2 block – antagonists of CRF-binding protein/CRF-R2 receptor complex. 350,000 tested, 0.59% active. AID 588475. inhibition, % at 11.8 µM. HEK293 CRF-R2/CRF-BP, CRF-induced calcium fluorescence;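 active = inhibition of the ligand-induced calcium signal above about 50% at the single tested concentration, limit read from the data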
M5 antag – CHRM5 antagonism in calcium assay | P08912 | CHO-hM5 cells, Fluo-8 calcium fluorescence, ACh EC80 | inhibition, % at 3 µM | 360,000 tested, 0.59% active | AID 624040;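 active = inhibition above a per-plate cutoff, the mean of that plate's test compounds plus 3 SD, cut at about 27% in these data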;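 also: 0% = acetylcholine EC80 with DMSO and 100% = DMSO without agonist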
Target sequence (P08912 whole entry, looked up): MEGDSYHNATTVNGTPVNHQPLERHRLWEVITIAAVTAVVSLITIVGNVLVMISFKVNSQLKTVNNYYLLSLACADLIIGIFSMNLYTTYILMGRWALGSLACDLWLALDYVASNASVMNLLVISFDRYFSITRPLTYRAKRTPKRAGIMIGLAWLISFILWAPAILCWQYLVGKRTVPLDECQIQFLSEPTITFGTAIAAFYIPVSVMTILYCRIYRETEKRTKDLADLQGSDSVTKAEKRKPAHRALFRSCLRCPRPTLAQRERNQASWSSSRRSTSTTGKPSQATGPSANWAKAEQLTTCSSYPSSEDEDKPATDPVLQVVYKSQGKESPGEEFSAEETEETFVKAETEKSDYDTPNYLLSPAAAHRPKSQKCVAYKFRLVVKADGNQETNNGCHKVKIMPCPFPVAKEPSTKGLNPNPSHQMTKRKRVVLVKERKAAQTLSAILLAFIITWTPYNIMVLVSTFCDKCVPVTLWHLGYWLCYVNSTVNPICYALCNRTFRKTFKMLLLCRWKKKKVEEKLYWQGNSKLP
CRFBP-R2 agonist – agonists of human CRF-binding protein/CRF-R2 receptor complex | HEK293 CRF-R2/CRF-BP, calcium dye fluorescence (FLIPR); percent of saturating CRF peptide response | activation, % at 13.2 µM | 350,000 tested, 0.46% active;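 active = activation of at least 50%, plus an integration ratio under a set limit after plate pattern correction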;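 also: plate controls were neutral control wells without compound for no effect and CRF at EC100 for full effect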
M1 PAM – positive allosteric modulators of human M1 muscarinic receptor; P11229; CHO-K1 hM1, Fluo-8 calcium fluorescence, ACh EC20; 0% = ACh EC20, 100% = maximal ACh; activation, % at 3 µM; 360,000 tested, 0.088% active; AID 588819; in the data active = activation above about 19%, passing the limit was not always enough
Target sequence (P11229 whole entry, looked up): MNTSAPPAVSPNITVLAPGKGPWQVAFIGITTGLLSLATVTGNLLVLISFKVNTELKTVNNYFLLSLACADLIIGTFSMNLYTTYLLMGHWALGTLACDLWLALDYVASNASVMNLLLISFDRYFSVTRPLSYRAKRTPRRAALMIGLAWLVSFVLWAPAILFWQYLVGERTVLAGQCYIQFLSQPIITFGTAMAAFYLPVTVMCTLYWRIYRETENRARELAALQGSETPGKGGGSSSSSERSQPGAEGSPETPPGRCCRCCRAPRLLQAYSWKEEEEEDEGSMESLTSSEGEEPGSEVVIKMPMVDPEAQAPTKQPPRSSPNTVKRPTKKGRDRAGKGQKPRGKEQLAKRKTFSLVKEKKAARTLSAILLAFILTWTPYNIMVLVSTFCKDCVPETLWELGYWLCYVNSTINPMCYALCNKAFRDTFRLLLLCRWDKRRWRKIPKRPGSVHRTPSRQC
M5 ag – agonists of human muscarinic M5 receptor (CHRM5) | P08912 | 360,000 tested, 0.19% active | CHO-K1 hM5 cells, Fluo-8 calcium fluorescence; 0% DMSO wells, 100% maximal acetylcholine response | activation, % at 3 µM;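 active = activation above the run's mean over test compounds plus 3 SD, cut at about 23% in these data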;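 also: signal is peak over basal fluorescence ratio across the kinetic read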
CHRM5 PAM – CHRM5 positive allosteric modulation | 360,000 tested, 0.3% active | activation, % at 3 µM | CHO-K1 hM5, Fluo-8 calcium, ACh EC20 PAM; 0% = ACh EC20, 100% = ACh EC100 | P08912;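 active = activation above the run cutoff, the mean activation of all test compounds plus 3 SD, cut at about 18% in these data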
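System – CHO-K1 hM5 cells · Compound – 3 µM, single dose · Incubation – compound preincubation 140 s before EC20 acetylcholine addition · Technique – Fluo-8 calcium fluorescence · Measure – Max/basal fluorescence ratio as % of EC20–EC100 ACh window · Benchmarks – low control EC20 acetylcholine (0%), high control EC100 acetylcholine (100%) · Replication – singlicate, one well per test compound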
M4 PAM – positive allosteric modulators of human muscarinic M4 receptor; P08173; 360,000 tested, 0.4% active; activation, % at 3 µM; CHO-K1 hM4/Gqi5, Fluo-8 calcium fluorescence, ACh EC20; 0% = ACh EC20, 100% = maximal ACh; AID 624126;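 active = activation above its plate's cutoff, the mean activation of sample wells plus 3 SD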; also: some results filed as inactive read as strong as hits
* marks the source's active call; other numbers are inactive results; . = no result given.

SMILES	CHRM4 antagonist	M4 ag	CRFBP-R2 block	M5 antag	CRFBP-R2 agonist	M1 PAM	M5 ag	CHRM5 PAM	M4 PAM
Cc1ccc(COC(=O)c2nn(-c3ccccc3)nc2N)cc1	-12.3	6.4	-1.6	-0.3	0.2	-3.4	1.9	-4.0	5.1
Cc1ccc(S(=O)(=O)N2CCN(Cc3ccccn3)CC2)cc1	-7.3	1.6	13.5	-1.6	1.5	5.5	-9.5	2.6	2.4
CCOC(=O)c1nnn(CC(=O)N2N=C(c3cc(C)ccc3C)CC2c2ccc(OC)cc2)c1C(=O)OCC (stereo not given)	-8.3	1.6	-5.9	10.5	0.8	6.8	-2.7	-5.9	-6.9
O=C(CCSCc1ccccc1F)NCc1ccc(F)cc1	1.3	0.0	23.2	7.6	-6.4	4.4	-5.3	-5.0	-4.0
CC(C)(C)NC(=O)C(CCc1ccccc1)n1c(=O)c(-c2ccccc2)nc2ccccc21 (stereo not given)	13.3	-1.0	.	-8.4	.	.	-1.4	14.3	2.2
O=C(NC(=S)Nc1cccc(Cl)c1Cl)C1CC1	-0.6	-0.8	6.0	8.0	0.1	3.5	-7.3	-4.1	-0.2
Cc1cccc(N2CCN(S(=O)(=O)c3c(C)[nH]c(=O)[nH]c3=O)CC2)c1C	-8.5	0.9	-5.8	-2.2	-1.3	5.5	-0.7	-3.2	-2.5
COc1cc(NC(=O)Cn2cnc3sc(C)c(S(=O)(=O)N4CCOCC4)c3c2=O)cc(OC)c1OC	-10.7	0.2	-2.6	6.8	0.3	9.1	-2.2	0.8	5.9
N#CCC(=O)Nc1ccc(C(=O)OCC(=O)Nc2cccc(C(F)(F)F)c2)cc1	-12.6	6.0	-15.9	-8.0	0.7	6.3	-1.6	7.5	-5.1
Cc1ccc(-c2nc(S(=O)(=O)c3ccc(C)cc3)c(N(C)C)o2)cc1	10.1	0.4	-1.6	19.8	0.2	7.3	-4.1	-7.9	-1.3
O=C(OC(C(=O)NC1CCCCC1)c1ccccn1)c1cccs1 (stereo not given)	-4.0	0.7	-11.0	9.3	0.5	4.6	-5.0	-8.0	0.2
COc1ccc(OC)c(CN2CCC(CO)(CCOc3ccccc3)CC2)c1	-5.0	1.8	12.4	0.9	1.3	4.0	-14.0	9.9	-1.5

4 entries from above in another layout.
O=C(NC(=S)Nc1cccc(Cl)c1Cl)C1CC1
  CHRM4 antagonist: -0.6
  M4 ag: -0.8
  CRFBP-R2 block: 6.0
  M5 antag: 8.0
  CRFBP-R2 agonist: 0.1
  M1 PAM: 3.5
  M5 ag: -7.3
  CHRM5 PAM: -4.1
  M4 PAM: -0.2
Cc1cccc(N2CCN(S(=O)(=O)c3c(C)[nH]c(=O)[nH]c3=O)CC2)c1C
  CHRM4 antagonist: -8.5
  M4 ag: 0.9
  CRFBP-R2 block: -5.8
  M5 antag: -2.2
  CRFBP-R2 agonist: -1.3
  M1 PAM: 5.5
  M5 ag: -0.7
  CHRM5 PAM: -3.2
  M4 PAM: -2.5
COc1cc(NC(=O)Cn2cnc3sc(C)c(S(=O)(=O)N4CCOCC4)c3c2=O)cc(OC)c1OC
  CHRM4 antagonist: -10.7
  M4 ag: 0.2
  CRFBP-R2 block: -2.6
  M5 antag: 6.8
  CRFBP-R2 agonist: 0.3
  M1 PAM: 9.1
  M5 ag: -2.2
  CHRM5 PAM: 0.8
  M4 PAM: 5.9
N#CCC(=O)Nc1ccc(C(=O)OCC(=O)Nc2cccc(C(F)(F)F)c2)cc1
  CHRM4 antagonist: -12.6
  M4 ag: 6.0
  CRFBP-R2 block: -15.9
  M5 antag: -8.0
  CRFBP-R2 agonist: 0.7
  M1 PAM: 6.3
  M5 ag: -1.6
  CHRM5 PAM: 7.5
  M4 PAM: -5.1

Continuation:
SMILES	CHRM4 antagonist	M4 ag	CRFBP-R2 block	M5 antag	CRFBP-R2 agonist	M1 PAM	M5 ag	CHRM5 PAM	M4 PAM
Cc1cc(F)ccc1NS(=O)(=O)c1c(C)nc2scc(C)n2c1=O	14.1	4.0	-14.9	13.8	0.3	17.9	-4.1	0.1	-5.6
OCCN(CCO)c1ncnc2c1sc1nc(N3CCOCC3)c3c(c12)CCCC3	9.7	7.7	9.1	2.0	-0.9	2.6	3.9	-1.5	-6.2
C=CCc1ccccc1OCC(O)CN(CC)CC (stereo not given)	2.6	0.2	-10.2	1.7	-1.5	1.0	-1.6	-8.2	-1.8
C=CCNC(=O)N1C2=NC(C(=O)OC)=C(C(=O)OC)[C@@H]3N(Cc4ccccc4)c4ccccc4[C@]23C[C@H]1C(=O)OC	2.1	-0.4	-0.2	4.2	0.9	1.1	0.1	2.8	-1.3
C=COCCNC(=S)N1CCOCCOCCN(C(=S)NCCOC=C)CCOCCOCC1	-3.3	2.2	7.7	9.4	-2.1	-3.5	7.3	15.3	5.4
CC(C)CN(C(=O)CN1CCN(c2ccc(O)cc2)CC1)c1c(N)n(CC(C)C)c(=O)[nH]c1=O	6.6	0.8	2.6	-0.3	1.5	15.6	3.5	5.5	13.0
CCS(=O)(=O)c1ccc2oc(Nc3ccc(C(C)(C)C)cc3)nc2c1	-6.3	0.5	-22.3	3.3	2.0	-4.7	-4.0	-3.4	-0.7
CN(CC(=O)Nc1ccc(Cl)cc1F)C1CCS(=O)(=O)C1 (stereo not given)	-0.2	1.6	-13.8	13.9	1.1	4.9	3.2	-8.3	2.2
Cc1cccc(NC2=Nc3ccccc3N3C2=Nc2c(c(C)nn2-c2ccccc2)C3c2ccc(O)c(O)c2)c1 (stereo not given)	-0.4	1.6	-17.6	-0.7	21.3	14.5	1.9	5.4	6.8
CCN(CC)S(=O)(=O)c1ccc(OCC(=O)NC(=O)c2ccccc2OC)c([N+](=O)[O-])c1	-8.0	2.5	9.7	-6.2	-0.2	3.7	-3.9	2.3	1.5
C[C@H](NC(=O)N1CCn2c1nc1ccccc12)C(=O)NCc1ccccc1	2.2	0.0	-2.5	1.5	-0.8	0.3	-5.0	-5.4	0.9
CC(C)CCNc1nnnc2c1sc1nc(N3CCOCC3)c3c(c12)CC(C)(C)SC3	-8.1	-0.5	16.1	-6.2	3.6	0.2	-4.0	4.1	1.2
Cc1ccc(OCC(=O)Nn2cnnc2)c(Br)c1	-7.4	1.3	9.6	2.8	5.8	0.1	2.3	-1.7	3.0
CCOc1ccc(C(=O)NCCCN(CC)CC)cc1	0.8	1.3	19.4	2.6	-1.3	0.3	-0.4	2.2	5.5
CN1CCc2c(sc(/N=C/c3c[nH]c4ccccc34)c2C(N)=O)C1	6.9	1.2	10.3	3.4	7.3	6.5	0.4	1.5	-0.6
COC(=O)c1n[nH]c2ccccc12	0.3	0.2	-23.5	-3.6	-1.7	5.1	-1.5	9.1	6.4
C=CCNS(=O)(=O)c1ccc(C(=O)OCc2cc(=O)oc3cc(OC)ccc23)cc1	6.5	14.2	-14.9	0.0	0.0	-2.3	0.2	6.7	-4.8
Cc1noc(C)c1CSCC(=O)NCCN1C(=O)S/C(=C\c2ccccc2F)C1=O	7.2	21.3	-1.4	14.9	0.2	-9.9	4.2	-24.5	-9.1
Cc1cccc2c1N(C(=O)CN1C(=O)c3ccccc3C1=O)C(C)(C)c1ssc(=S)c1-2	4.3	4.1	24.6	2.4	-0.3	3.8	-3.2	-9.5	-9.5
CC1(C(=O)NS(=O)(=O)c2cccc(C#N)c2)CCN1C(=O)Cc1ccccc1 (stereo not given)	1.2	0.8	.	8.1	.	10.2	1.9	2.1	3.0
COc1cc(OC)c(OC)cc1CN1CCN(Cc2ccco2)CC1	6.5	0.5	1.2	1.7	-1.1	7.4	0.7	-2.1	-1.8
CCCc1cc(=O)[nH]c(SCC(=O)N(CC)Cc2ccccc2)n1	0.8	-2.1	-1.5	-3.6	18.5	12.2	1.9	6.5	18.7
COc1ccc(N2CCN(C(CNC(=O)C(=O)NCc3cccnc3)c3ccco3)CC2)cc1 (stereo not given)	0.2	2.5	20.1	0.6	-1.2	5.1	7.0	7.7	-6.1
O=C(C1CCCN(c2ncnc3c2nc2n3CCCCC2)C1)N1CCN(c2ccccc2F)CC1 (stereo not given)	2.8	2.7	-13.7	12.6	-2.5	13.2	-4.1	-0.1	3.8
Cc1ccccc1C1CC(c2ccc(Br)cc2)Nc2nc(N)nn21 (stereo not given)	-13.4	6.5	-76.7	-0.4	32.4	9.6	3.2	-0.7	5.0
CCN(CC)S(=O)(=O)c1ccc(N2CCOCC2)c(NC(=O)C2CC2)c1	-6.2	0.8	0.3	4.4	-0.7	0.5	3.1	-2.3	11.4
Cc1cnc(CNC(=O)c2ccc3nc([C@@H]4O[C@H](CO)[C@H](O)[C@H](O)[C@H]4O)[nH]c3c2)cn1	-9.7	0.0	.	2.7	.	7.0	0.3	-0.4	5.2
CCCn1c(CN2CCCCC2C)nc2c1c(=O)n(C)c(=O)n2C (stereo not given)	3.1	-0.2	10.7	-0.5	-1.3	-9.3	-0.3	-3.8	-8.6
O=C(NCc1ccccc1)c1ccc(NC(=O)C2CCC2)cc1	-7.3	1.0	1.9	-18.3	-0.8	7.7	0.7	5.9	0.6
c1ccc(Cc2c(C3CCCCC3)nc3c4ccccc4ccn23)cc1	-17.8	0.0	.	-1.8	.	.	-2.5	-4.0	9.3
O=C(O)[C@H]1CCCC[C@H]1C(=O)Nc1ccc(Nc2ccccc2)cc1	-1.6	0.9	14.4	-5.2	-1.7	1.9	-1.6	-0.6	1.1
Nc1ncc(Br)cc1S(=O)(=O)NCCC(=O)N1CCN(c2ccccc2)CC1	-1.7	6.2	-15.7	8.1	-0.2	-10.9	-5.1	-6.4	-1.4
CC(=O)Nc1cccc(-c2ccnc3c2CC(C(=O)Nc2ccc(C(C)C)cc2)O3)c1 (stereo not given)	-12.9	6.8	.	-2.8	.	2.2	1.1	-1.6	-2.4
O=C(CSc1nc2ccccc2[nH]1)Nc1ccc2c(c1)CCC2	-7.7	2.1	-40.3	2.3	-3.0	8.6	-0.6	-1.7	3.6

Screening results from PubChem.
